# Screens deposited in PubChem BioAssay by National Center for Advancing Translational Sciences (NCATS).
# APE1 inh: blocks human APE1 abasic DNA cleavage | recombinant APE1, TAMRA/BHQ-2 abasic DNA cleavage fluorescence | 0.35% of 350,000 active | P27695 | Potency, µM (series often up to 65.8 µM), for inactives: at the top dose activity change, negative = inhibition, actives largely listed as inhibitors;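 further: plate controls were vehicle for no effect and reference inhibitor for full effect; nearly all actives have a fitted effect of over 55% in size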
# Target sequence (P27695 whole entry, looked up): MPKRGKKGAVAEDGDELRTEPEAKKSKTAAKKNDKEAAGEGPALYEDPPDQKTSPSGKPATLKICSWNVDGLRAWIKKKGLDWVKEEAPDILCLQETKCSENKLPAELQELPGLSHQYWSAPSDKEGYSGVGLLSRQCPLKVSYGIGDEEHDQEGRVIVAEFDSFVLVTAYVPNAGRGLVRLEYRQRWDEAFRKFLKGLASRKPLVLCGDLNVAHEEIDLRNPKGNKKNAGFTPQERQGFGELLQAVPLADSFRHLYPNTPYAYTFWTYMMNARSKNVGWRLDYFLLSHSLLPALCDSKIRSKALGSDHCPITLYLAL
#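 Incision of a quenched TAMRA/BHQ-2 THF abasic-site duplex (50 nM) by 0.75 nM APE1, after 15 min compound preincubation, measured as fluorescence increase over three 60 s reads. Values normalized to buffer, DMSO and NSC13755 control wells.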
# BLM helicase inh: blocks DNA unwinding by human BLM helicase | Potency, µM (top dose mostly 56.1 µM), for inactives: at the top dose activity change, negative = inhibition, hits mostly inhibitors | 0.2% of 350,000 active | AID 2528 | recombinant BLM DNA unwinding, fluorescence dequenching;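 further: plate controls were vehicle for no effect and no enzyme for full effect; nearly all actives have a fitted effect of over 35% in size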
# Apoferritin bind: candidate novel general anesthetic via apoferritin binding; P02791; apoferritin/1-aminoanthracene competitive binding, fluorescence; Potency, µM (series often up to 77.5 µM), inactives show at the top dose activity change, negative = displacement, usual class: inhibitors; 0.074% of 350,000 active; AID 485281; further: on the % scale 0 is the no-effect control and ±100 the full control effect; nearly all actives have a fitted effect of over 20% in size
#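 Probe: 1-aminoanthracene (50% saturated, PBS). Protein: horse-spleen apoferritin, 10 uM. Incubation: 10 min, room temperature. Detection: 380 nm excitation, 535 nm emission. Analysis: normalized response, four-parameter Hill.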
# BAZ2B block: inhibitors of human BAZ2B bromodomain; Q9UIF8; AlphaScreen BAZ2B-H3K14Ac peptide displacement; Potency, µM (top dose mostly 114 µM), without a hit: top-dose activity change, negative = inhibition, actives largely listed as inhibitors; 4.4% of 360,000 active; AID 504333; further: on the % scale 0 is the no-effect control and ±100 the full control effect; nearly all actives have a fitted effect of over 60% in size
#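 AlphaScreen displacement of biotin-H3(5-23)K14Ac peptide (50 nM final) from BAZ2B (50 nM final) in PBS pH 7.4, 0.01% Tween-20; complex preformed 30 min RT, then compounds (top 110 uM) 30 min RT, beads 20 min dark.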
# Pol eta inh: inhibitors of human DNA polymerase eta; Q9Y253; AID 588591; Potency, µM (series often up to 114 µM), for inactives: at the highest dose activity change, negative = inhibition, actives largely listed as inhibitors; recombinant Pol eta, fluorescent DNA replication assay; 1.2% of 390,000 active; further: on the % scale 0 is the no-effect control and ±100 the full control effect
#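 Fluorescent replication assay: 50 nM final substrate added after a 15 min room-temperature compound preincubation with 10 nM enzyme. Signal taken at 0 min and again at 10 min.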
# Pol iota inh: DNA polymerase iota (human) inhibition. Q9UNA4. Pol iota fluorescent replication assay, 10 min. 1% of 390,000 active. Potency, µM (top dose mostly 115 µM), for inactives: at the top dose activity, negative = inhibition, actives largely listed as inhibitors
# Target sequence (Q9UNA4 whole entry, looked up): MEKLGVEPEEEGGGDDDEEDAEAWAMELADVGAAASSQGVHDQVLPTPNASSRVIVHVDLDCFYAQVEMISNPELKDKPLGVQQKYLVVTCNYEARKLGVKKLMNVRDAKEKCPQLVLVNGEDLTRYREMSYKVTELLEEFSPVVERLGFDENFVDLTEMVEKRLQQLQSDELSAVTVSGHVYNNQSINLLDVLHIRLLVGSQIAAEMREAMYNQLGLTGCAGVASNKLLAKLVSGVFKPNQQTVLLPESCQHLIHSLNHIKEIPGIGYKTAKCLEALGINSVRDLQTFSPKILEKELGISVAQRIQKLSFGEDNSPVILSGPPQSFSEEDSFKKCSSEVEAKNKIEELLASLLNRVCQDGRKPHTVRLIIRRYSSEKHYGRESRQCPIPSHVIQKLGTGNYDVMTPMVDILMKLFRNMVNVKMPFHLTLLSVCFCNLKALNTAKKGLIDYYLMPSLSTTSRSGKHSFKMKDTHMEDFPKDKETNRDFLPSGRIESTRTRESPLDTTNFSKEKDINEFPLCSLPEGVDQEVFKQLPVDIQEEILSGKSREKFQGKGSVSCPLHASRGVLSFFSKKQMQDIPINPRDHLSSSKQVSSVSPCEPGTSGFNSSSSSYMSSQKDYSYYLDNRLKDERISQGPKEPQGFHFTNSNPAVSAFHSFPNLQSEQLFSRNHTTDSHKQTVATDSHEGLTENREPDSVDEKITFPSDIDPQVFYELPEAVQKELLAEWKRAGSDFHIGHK
#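 Fluorescent replication assay read twice, at 0 min and 10 min after adding 50 nM (final) substrate. Enzyme (10 nM) and compounds were first incubated 15 min at room temperature; enzyme-free buffer wells were negative controls.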
# G9a block: blocks human histone lysine methyltransferase G9a | 8.8% of 350,000 active | Q96KQ7 | Potency, µM (top dose mostly 102 µM), without a hit: at the top dose activity, negative = inhibition, actives largely listed as inhibitors | AID 504332 | G9a H3K9 monomethylation, AlphaScreen, 2 h; further: on the % scale 0 is the no-effect control and ±100 the full control effect; nearly all actives have a fitted effect of over 75% in size
#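 Methyltransferase reactions run at room temperature for 2 h (20 nM enzyme, 500 nM biotin-H3K9 peptide, 20 uM SAM) after a 15 min compound preincubation; product detected by AlphaScreen beads and anti-H3K9me1 antibody.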
# POLB inh: blocks human DNA polymerase beta activity; P06746; Pol beta primer extension/strand displacement, fluorescence kinetic; Potency, µM (highest dose often 114 µM), for the others: at the top dose activity change, negative = inhibition, hits mostly inhibitors; 1.3% of 340,000 active; AID 485314; further: on the % scale 0 is the no-effect control and ±100 the full control effect
#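 10 nM enzyme + cpd, 15 min RT; start with substrate 50 nM final; read 0 min and after 10 min RT. Corrected, normalized data; 4-parameter Hill curve fit.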
# Pol kappa inh: inhibitors of human DNA polymerase kappa. purified Pol kappa, fluorescent DNA synthesis assay, 10 min. Potency, µM (top dose mostly 107 µM), without a hit: at the top dose activity, negative = inhibition, hits mostly inhibitors. 0.53% of 400,000 active; further: on the % scale 0 is the no-effect control and ±100 the full control effect
#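 Pol kappa 10 nM + cpd, 15 min RT; start w/ substrate 50 nM final; fluorescence kinetic read, 0 and 10 min. Neg ctrl: buffer, no enzyme.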
# * = called active by the depositor; ? = inconclusive; . = no result given; & = joins results of further samples; [ ] = dose if it differs, or a comment. The call rests on the fitted dose curve; in most records, active means well fitted curve in the direction sought with a large enough effect; inconclusive means small, poorly fitted or top-dose-only effect, or another doubt; inactive means no such curve, though single readings can be large; an effect the other way counts as inactive or inconclusive. Potency means the concentration at half of the fitted maximal effect. Not all compounds are listed, so the mix of outcomes need not match the whole.
# The line under a structure holds: APE1 inh | BLM helicase inh | Apoferritin bind | BAZ2B block | Pol eta inh | Pol iota inh | G9a block | POLB inh | Pol kappa inh
> COc1ccc(CC(=O)NC(C)c2ccc3ccccc3c2)cc1 (centres undefined)
    -15% | -2% | -17% | -32% | 0% | ? | 20% | -2% | -10%
> O=C(CSc1nc2scc(-c3ccco3)c2c(=O)n1-c1ccccc1)N1CCOCC1
    -4% | -5% | -10% | 9% | -10% | -2%[58.9 µM] | 3%[59 µM] | 16% | -13%&-10%
> CCOC(=O)N1CCN(c2c(N3CCN(c4ccc(OC)cc4)CC3)c(=O)c2=O)CC1
    1% | 4% | 1% | 3% | -20% | 26% | -11% | 6% | 5%
> CCOc1ccc(C(=O)CSCCC(=O)O)cc1
    0% | 3% | -8% | . | -7% | 4% | 32µM* | 1% | -11%
> O=C(/C=C/c1cnc2ccccc2n1)NC1CCCCCC1
    -4% | 2% | -19% | -4% | -8% | 29% | -9%[59 µM] | 14% | -6%
> CCn1c(SCCC(C)C)nnc1-c1c[nH]c2ccccc12
    -5% | -5% | ? | -7% | -15% | -7% | 7% | 9% | -9%
> Cc1nn(CC(=O)NCCc2ccc(Cl)cc2)c(=O)c2cccn12
    10% | -1% | ? | -11% | -18% | 17% | -10%[59 µM] | 4% | -3%
> COc1ccc(OCCCC(=O)ON=C(N)c2ccccc2Cl)cc1
    -14% | . | . | 31% | -13% | 8% | ? | . | 1%
> Cc1cccc(NC(=S)NCCc2c[nH]c3ccccc23)c1
    20% | -9% | 6% | ? | -8% | 7% | 8%[59 µM] | 17% | 4%
> C=CCN(C)CCCNC(=O)/C=N/O
    4% | 1% | -10% | -25% | . | . | 13%[59 µM] | -17% | .
> O=C(Cc1ccc(Cl)cc1)c1c[nH]c(C(=O)NCCCn2ccnc2)c1
    0% | 0% | -17% | ? | -4% | 24% | -30% | -15% | 9%
> Cc1cccc(C2c3[nH]c4ccccc4c3CCN2C(=O)CN2CCOC2=O)n1 (centres undefined)
    -3% | -6% | -6% | -1% | -7% | 13% | 16%[0.501 µM] | 7% | -3%
> CC(C(=O)Nc1nccs1)N1C(=O)c2ccccc2S1(=O)=O (centres undefined)
    9% | . | . | 2% | -13% | 12% | -51% | . | -1%
> O=C(c1nc2ccccn2c1CN1CCCC(OCc2ccccc2)C1)N1CCCC1 (centres undefined)
    0% | -1% | -4% | -1% | -16% | 18% | -2%[0.501 µM] | 11% | -8%
> COc1cc(NC(=O)Cn2ccsc2=N)cc(OC)c1
    4% | 8% | 9% | -13% | -19% | 31%[activator] | ? | -8% | -5%
> COc1ccc(CNC(=O)CN(Cc2ccccc2)C(=O)CCC(=O)Nc2ccccn2)cc1
    39%[12.4 µM] | -3% | -10% | -1% | -17% | 5% | -13%[59 µM] | 22% | -15%
> Cc1ccc(Sc2ccc(C(=O)NC(C)C)cc2[N+](=O)[O-])cc1
    -4% | 1% | -2% | 7% | -21% | -18% | -6%[2.33 µM] | 35% | -6%
> C=CCNc1nc2c(c(=O)[nH]c(=O)n2C)n1CCCCC
    2% | 1% | -4% | -2% | -9% | 1% | 12%[12.7 µM] | 4% | 0%
> OC(CNCc1cccs1)c1ccccc1 (centres undefined)
    12% | -1% | -12% | ? | ? | -25% | -2% | 2% | -18%
> COc1ccc(CCN2CC(C(=O)NCCc3ccc(C(F)(F)F)cc3)CCC2=O)cc1 (centres undefined)
    15% | 3% | -14% | 1% | -11% | 4% | 18% | 37% | 10%
> C[C@H](CO)N1C[C@H](C)[C@@H](CN(C)C(=O)Nc2ccc3c(c2)OCO3)Oc2ccc(NC(=O)C3CCCCC3)cc2C1=O
    6% | . | . | . | -10% | 23% | . | . | -12%
> O=C1COc2ccc(C(=O)COC(=O)c3ccco3)cc2N1
    6% | -2% | -7% | -9% | 0% | 24% | -10% | 6% | 10%
> O=S(=O)(Nc1ccc(Br)cc1)N1CCOCC1
    5% | -1% | ? | 5% | -6% | ? | . | ? | 5%
> O=C(CN(Cc1ccco1)C(=O)CNS(=O)(=O)c1ccc(F)cc1)NCc1ccccc1
    -8% | -2% | 5% | -19% | 2% | -12% | 15% | 48% | -2%
> CCN(CC)c1ccc(NC(=O)CN2CCN(c3nc(C)cc(C)n3)CC2)cc1
    1% | 3% | -18% | 35µM* | ? | -9% | ? | -1% | -5%
> Fc1ccc(/C=N/Nc2nnnn2-c2ccccc2)cc1
    -1% | 2% | -5% | -5% | -10% | 14% | . | 31% | -10%
> O=C(c1cccc(C(F)(F)F)c1)C1CCCN(C(=O)CN2CCOC2=O)C1 (centres undefined)
    -9% | 1% | -6% | -3% | -9% | 25% | -12% | 43% | -3%
> COc1ccc(/C=N/OCC(=O)NC(c2ccccc2)c2ccccc2)cc1OC
    -2% | -1% | 4% | 6% | -15% | 15% | -10%[59 µM] | -12% | -10%
> O=C1CS/C(=N\c2ccccn2)N1C1CCCCC1
    0% | 1% | -9% | 2% | -10% | -6% | 11% | 30% | 0%
> O=C1CN(C(=O)COc2ccccc2Cl)c2ccccc2N1
    -7% | . | . | -5% | -22% | 29% | ? | . | 0%
> O=C(c1ccc2c(=O)n(Cc3ccc(Cl)cc3)c(=S)[nH]c2c1)N1CCCC1
    10% | -2% | -4% | -16% | 0% | -2% | 31%[59 µM] | 57% | -4%
> NCc1cccc(CNc2ccc([N+](=O)[O-])cc2C(N)=O)c1
    -4% | . | . | 9% | -9% | ? | -2%[2.33 µM] | . | -7%
> CCOC(=O)C1CCN(C2CCN(C(=O)c3oc4c(C)c(C)ccc4c3C)CC2)CC1
    2% | -1% | ? | 7% | -22% | 11% | 82%[activator] | 29% | 5%
> C/C(=C\c1ccccc1)C(=O)Nc1nc2ccc([N+](=O)[O-])cc2s1
    3% | -1% | -14% | -3% | -15% | 21% | -13%[59 µM] | -1% | -5%
> O=C(C[C@H]1C/C=C\C[C@@H](Cc2ccc(F)cc2)C(=O)O[C@H](c2ccccc2)CNC1=O)N[C@@H](CO)Cc1ccccc1
    -22% | . | . | . | -6% | 7% | . | . | 0%
> NCCNC(=O)Cc1cccc(NC(=O)Cc2ccc(Nc3ncnc4c3ncn4[C@@H]3O[C@H](CO)[C@@H](O)[C@H]3O)cc2)c1
    14% | 4% | -1% | 4% | -24% | 13% | 1%[59 µM] | 22% | -15%
> Cc1ccccc1NC(=O)CSCCO
    3% | 1% | 10% | 2% | -14% | 10% | 19%[12.7 µM] | 7% | 1%
> COc1c(-c2coc3cc4c(cc3c2=O)CC(O)C(C)(C)O4)ccc2c1C=CC(C)(C)O2 (centres undefined)
    13% | -19% | ? | . | . | . | ? | . | -16%[60.1 µM]
> O=C(Nc1nc(-c2ccc(F)c(F)c2)cs1)c1cc([N+](=O)[O-])ccc1N1CCOCC1
    1% | 0% | -6% | -25% | -17% | 6% | -1%[59 µM] | 86% | 9%
> COC(=O)c1c(N)nc(C)n1-c1ccc(OC)cc1
    2% | -8% | 8% | -1% | 4% | -2% | -4%[12.7 µM] | 14% | -6%
> CCOc1ccc(NC(=O)CN(C)C(=O)CC2CCCCC2)cc1OCC
    12% | . | . | 3% | -17% | 53%[activator] | -7%[12.7 µM] | . | -2%
> COCCOC(=O)c1[nH]c2c(c1C)C(=O)CC(c1ccco1)C2 (centres undefined)
    18µM* | ? | -3% | 50µM* | 13µM* | -79% | 50µM* | 11µM* | 22µM*
> Cc1ccc(NC2CCCN(C(=O)CCc3scnc3C)C2)cc1C (centres undefined)
    3% | -3% | -15% | -34% | -16% | 19% | -8% | 12% | -4%
> Cc1oc(-c2cccc(Cl)c2)nc1CN1CCCC(C(=O)NCCCN2CCOCC2)C1 (centres undefined)
    0% | 2% | -15% | -7% | -11% | 19% | 55%[activator][59 µM] | 9% | -5%
> O=C(COc1ccc(Cl)cc1)Nc1ccc2nc(SCC(=O)N3CCOCC3)sc2c1
    . | -2% | -5% | -12% | -13% | 7% | -9%[59 µM] | -2% | -2%
> Cc1ccccc1CS(=O)(=O)c1cnc2ccccc2n1
    14% | -9% | ? | -5% | -2% | -6% | ? | 15% | -7%
> CCN(Cc1nc2cc(OC)c(OC)cc2c(=O)[nH]1)C(=O)c1ccc(S(=O)(=O)N(C)C)cc1
    14% | 0% | -1% | 8% | -3% | -6% | -4%[12.7 µM] | 13% | -3%
> NC(=O)c1ccsc1NC(=O)c1ccc(N2CCCC2=O)cc1
    -12% | -14% | -5% | -30% | 25µM* | ? | 45µM* | 32µM* | ?
> CCCCC(=O)Nc1ccc(NC(=O)CCCC)nc1
    -2% | -1% | -9% | -25% | -18% | -1% | -43%[12.7 µM] | 0% | -5%
> O=C1CSC(=S)N1c1cccnc1
    6% | -5% | -12% | -3% | 2% | ? | -8%[59 µM] | 7% | -15%
> CCc1ccc(Oc2nnnn2-c2ccc(C(N)=O)cc2)cc1
    -3% | -2% | -4% | -24% | 5% | 11% | 1% | 2% | -5%
> O=C(CCNC(=O)c1ccc([N+](=O)[O-])cc1)Nc1ccc(F)c(F)c1F
    64% | 0% | -5% | -1% | -14% | 16% | 18% | -29% | -4%
> C/C(CC(=O)Nc1ccc(Cl)c(Cl)c1)=N\NC(N)=S
    -3% | 2% | -22% | -32% | -6% | 22% | 38%[59 µM] | 10% | -4%
> COc1ccc(Nc2nn3c(=O)c4cc5c(cc4nc3s2)OCO5)c(OC)c1
    . | -13% | -8% | 7% | ? | 34% | -5%[59 µM] | 3.5µM* | -5%

# 4 neighbouring entries out of the list so far:
# The line under a structure holds: APE1 inh | BLM helicase inh | Apoferritin bind | BAZ2B block | Pol eta inh | Pol iota inh | G9a block | POLB inh | Pol kappa inh
> Cc1ccc(NC2CCCN(C(=O)CCc3scnc3C)C2)cc1C (centres undefined)
    3% | -3% | -15% | -34% | -16% | 19% | -8% | 12% | -4%
> Cc1oc(-c2cccc(Cl)c2)nc1CN1CCCC(C(=O)NCCCN2CCOCC2)C1 (centres undefined)
    0% | 2% | -15% | -7% | -11% | 19% | 55%[activator][59 µM] | 9% | -5%
> O=C(COc1ccc(Cl)cc1)Nc1ccc2nc(SCC(=O)N3CCOCC3)sc2c1
    . | -2% | -5% | -12% | -13% | 7% | -9%[59 µM] | -2% | -2%
> Cc1ccccc1CS(=O)(=O)c1cnc2ccccc2n1
    14% | -9% | ? | -5% | -2% | -6% | ? | 15% | -7%
